# Bioassay records from PubChem BioAssay.
# BRCA1 expr act: increases BRCA1 expression; Potency, µM (doses to about 46.1 µM), for the others: at the highest dose activation, hits mostly activators; MCF7-BRCA1-FFLuc reporter, luminescence, 48 h; response scale: scaled: vehicle 0%, 10 µM genistein 100%; 1.1% of 380,000 active; AID 624202; also: nearly all actives have a fitted effect of over 80% in size; some results filed as inactive show a strong effect at the top dose
#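 Compounds are tested at multiple concentrations on MCF7 BRCA1-luciferase reporter cells seeded at 2000 per well; after 48 h, a single luminescence end-point is taken and curves fitted to the normalized data.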
# Gal4-VP16 FLuc: Gal4-VP16 reporter inhibition counter-screen. Drosophila S2 Gal4-VP16 UAS-luciferase, luminescence, 20 h. Potency, µM (titrated, usually from 53.6 µM), without a hit: at the top dose activity, negative = inhibition, hits mostly inhibitors. 3.5% of 310,000 active;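 also: Gal4-VP16 expression switched on by copper sulfate through the metallothionein promoter; % is scaled to controls: 0 for no effect and ±100 for the full control effect; nearly all actives have a fitted effect of over 50% in size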
# NPC1 prom act: activates the NPC1 promoter; Huh7 NPC1 promoter luciferase reporter, 24 h; Potency, µM (highest dose often 9.22 µM), for the others: at the top dose activation, hits mostly activators; 2.4% of 320,000 active; AID 485313;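 also: % of control where 0% means no effect; nearly all actives have a fitted effect of over 60% in size; reporter is driven by a mutant NPC1 promoter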
#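 Stably transfected Huh7 (NPC1 promoter→luciferase), 1500 cells/well in Opti-MEM + 10% FBS, 2 h settle, then compound 24 h at 37 °C. Luminescence after 10 min with Amplite reagent.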
# RORgamma inh: blocks mouse ROR gamma transcriptional activity. P51450. Drosophila S2 Gal4-RORgamma UAS-luciferase reporter, 20 h. Potency, µM (series often up to 53.6 µM), for inactives: top-dose activity change, negative = inhibition, actives largely listed as inhibitors. 5.4% of 310,000 active; also: % is scaled to controls: 0 for no effect and ±100 for the full control effect; nearly all actives have a fitted effect of over 60% in size
#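 Luciferase reporter read in Schneider cells carrying Gal4-RORγ (mouse) and UAS-Photinus luciferase; cells given compound 1 h before 700 uM copper sulfate induction, then incubated 20 h at ambient temperature.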
# FLuc modulator: counter-screen for miR-21 project: firefly luciferase inhibitors or activators | purified FLuc, Km substrates, luminescence inhibition | Potency, µM (doses to about 57.5 µM), inactives show at the highest dose activity change, negative = inhibition, hits mostly inhibitors | 6.9% of 360,000 active | P08659;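 also: plate controls were vehicle for no effect and reference inhibitor for full effect; nearly all actives have a fitted effect of over 55% in size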
# Target sequence (P08659 whole entry, looked up): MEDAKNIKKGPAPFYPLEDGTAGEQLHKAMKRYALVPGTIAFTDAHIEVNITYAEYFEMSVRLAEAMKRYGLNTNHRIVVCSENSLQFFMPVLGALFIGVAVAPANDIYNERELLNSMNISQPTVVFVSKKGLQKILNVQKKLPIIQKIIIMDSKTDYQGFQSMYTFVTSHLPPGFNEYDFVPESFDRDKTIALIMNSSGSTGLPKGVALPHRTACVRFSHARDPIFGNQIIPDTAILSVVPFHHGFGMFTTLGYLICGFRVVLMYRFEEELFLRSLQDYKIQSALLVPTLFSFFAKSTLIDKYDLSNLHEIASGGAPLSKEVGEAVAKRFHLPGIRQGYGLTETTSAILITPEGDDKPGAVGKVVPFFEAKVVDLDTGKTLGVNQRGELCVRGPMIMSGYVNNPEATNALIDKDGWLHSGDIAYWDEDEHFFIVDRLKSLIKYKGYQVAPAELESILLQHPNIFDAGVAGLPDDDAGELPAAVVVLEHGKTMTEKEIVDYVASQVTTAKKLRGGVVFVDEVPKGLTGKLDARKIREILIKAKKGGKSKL
#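 Purified P. pyralis luciferase, 10 nM final, with Km-level 10 uM D-luciferin and 10 uM ATP in 50 mM Tris acetate pH 7.5, 10 mM Mg acetate, 0.01% Tween-20, 0.05% BSA; 6-point qHTS titration about 60 µM downward; luminescence read.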
# p53 reactivation: mutant p53 re-activation in reporter cells | 0.063% of 320,000 active | Potency, µM (titrated, usually from 92.2 µM), inactives show top-dose activity change, positive = activation, most hits filed as activators | H1299 p53-A138V BP100-luciferase reporter, luminescence, 24 h; also: % of control where 0% means no effect; nearly all actives have a fitted effect of over 45% in size
#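 p53-null H1299 cells stably carrying temperature-sensitive p53-A138V and a BP100-luciferase reporter were pinned with compounds (4-point, 1:5 series) and held 24 hrs at 37 deg C. Luminescence was read 10 min after detection reagent.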
# ELG1 genotox: inducers of genotoxicity in HEK293T ELG1-luciferase cells. 1.3% of 330,000 active. HEK293T ELG1-luciferase reporter, luminescence, 16 h. Potency, µM (doses to about 46 µM), without a hit: at the top dose activity change, positive = activation, hits mostly activators; also: % of control where 0% means no effect; nearly all actives have a fitted effect of over 60% in size
#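 ELG1-luciferase HEK293T cells, 2,000/well; compound pinned in; 16 hr, 37 °C, 5% CO2; ONE-Glo, 30 min RT; luminescence on CCD imager.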
# uPA generation: inhibitors of cell surface uPA generation. cell surface uPA generation assay, qHTS. Potency, µM (highest dose often 38.3 µM), for the others: at the top dose activity change, negative = inhibition, usual class: inhibitors. 0.31% of 330,000 active. AID 540303; active = well fitted inhibition curve with a large enough effect; inconclusive = small, poorly fitted or top-dose-only effect; inactive = no such curve, though single readings can be large or run the other way; tested in mouse RAW 264.7 cells; also: % is scaled to controls: 0 for no effect and ±100 for the full control effect; nearly all actives have a fitted effect of over 55% in size
# MLL CXXC-DNA inh: MLL CXXC-DNA interaction inhibition | 0.037% of 290,000 active | Potency, µM (titrated, usually from 115 µM), without a hit: at the top dose activity change, negative = inhibition, usual class: inhibitors | MLL-CXXC / FITC-HOXA9 DNA fluorescence polarization | AID 2662; active = well fitted inhibition curve with a large enough effect in the polarisation, with a control signal flat, not every such curve was filed as active; inconclusive = small, poorly fitted or top-dose-only effect, or effect the other way, or a change in a side signal; inactive = no such curve, though single readings can be large or run the other way; the % refers to the polarisation
#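 Steps: dispense CXXC domain solution (7 uM) → pin compounds or unlabeled HOX-A9 DNA control → 5 min ambient → add FLSN-HOX-A9 solution (50 nM) → spin → 30 min ambient → fluorescence polarization. Tris pH 7.5/NaCl/DTT/BSA buffer.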
# Rab9 prom act: activates the Rab9 promoter | Huh7 Rab9 promoter-luciferase reporter, luminescence, 24 h | Potency, µM (highest dose often 9.22 µM), for the others: at the highest dose activation, negative = inhibition, usual class: activators | 2.8% of 320,000 active; also: % of control where 0% means no effect; nearly all actives have a fitted effect of over 60% in size
#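 Using Huh7 cells stably transfected with Rab9 promoter–luciferase, compounds were incubated 24 h at 37 °C, 5% CO2; luciferase luminescence was read 10 min after reagent addition.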
# MBNL1-CUG inh: MBNL1-poly(CUG) RNA binding inhibition. Q9NR56. TR-FRET MBNL1-His/biotin-(CUG)12 binding, 665/545 ratio. Potency, µM (series often up to 57.5 µM), inactives show at the highest dose activity change, negative = inhibition, actives largely listed as inhibitors. 0.036% of 280,000 active; active = well fitted inhibition curve with a large enough effect in the signal ratio, with a control signal flat, not every such curve was filed as active; inconclusive = small, poorly fitted or top-dose-only effect, or effect the other way, or a change in a side signal; inactive = no such curve, though single readings can be large or run the other way; the % refers to the signal ratio; also: % is scaled to controls: 0 for no effect and ±100 for the full control effect
# Target sequence (Q9NR56 whole entry, looked up): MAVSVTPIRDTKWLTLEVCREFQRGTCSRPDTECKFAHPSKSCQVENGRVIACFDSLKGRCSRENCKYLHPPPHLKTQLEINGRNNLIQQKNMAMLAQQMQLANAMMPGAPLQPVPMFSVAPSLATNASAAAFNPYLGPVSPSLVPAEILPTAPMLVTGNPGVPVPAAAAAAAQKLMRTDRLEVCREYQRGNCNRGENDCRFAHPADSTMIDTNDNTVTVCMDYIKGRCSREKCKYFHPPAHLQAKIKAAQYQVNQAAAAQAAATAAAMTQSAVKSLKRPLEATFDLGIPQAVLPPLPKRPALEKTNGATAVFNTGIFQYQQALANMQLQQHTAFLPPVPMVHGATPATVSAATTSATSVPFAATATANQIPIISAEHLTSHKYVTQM
#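 MBNL1-His + Biotin-(CUG)12, cpd titration 92 nM–58 uM; Tb anti-His Ab 0.055 ng/ul, SA-XL665 5 nM (final); 60 min RT; ratiometric 665/545 nm, Ex 340 nm; normalized to buffer and full-complex controls.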
# * = called active by the depositor; ? = inconclusive; · = not tested or not shown; [ ] = another dose, or the depositor's remark. Unless noted, calls follow the shape of the dose curve; as a rule, active = well fitted curve in the direction sought with a large enough effect; inconclusive = small, poorly fitted or top-dose-only effect, or another doubt; inactive = no such curve, though single readings can be large; an effect the other way counts as inactive or inconclusive. Potency is read from the fitted curve at half-maximal effect.
SMILES,BRCA1 expr act,Gal4-VP16 FLuc,NPC1 prom act,RORgamma inh,FLuc modulator,p53 reactivation,ELG1 genotox,uPA generation,MLL CXXC-DNA inh,Rab9 prom act,MBNL1-CUG inh
CN(c1cccc(NS(=O)(=O)c2ccccc2)c1)S(C)(=O)=O,-0.4%,-8.6%,-0.2%,30.5%,5.5%,-4.0%,-1.2%,0.5%,1.9%,-3.8%,2.2%
Cc1ccc(-c2csc(SCC(=O)Nc3cc(C)on3)n2)cc1,-0.8%,-19.0%,9.0%,-36.4%,?,5.3%,-5.0%,-0.5%,7.8%,-0.7%,6.3%
CC(=O)Nc1ccc(O)c(-c2nc3ccccc3s2)c1,-3.6%,0.4%,20.1%,9.0%,?,19.5%,?,-10.3%,2.7%,?,?
O=S1(=O)[C@H]2C[C@@H]3C=C[C@@]2(CN1Cc1cccc(Cl)c1)O3,-1.0%,-8.0%,2.9%,-45.5%,-3.4%,6.6%,1.8%,3.2%,-2.9%,-1.1%,-9.4%
N#C/C(=C\c1cccc(Cl)c1)C(=O)c1ccccc1,1.5%,-8.3%,-1.5%,33.6%,?,4.3%,6.0%,1.1%,?,0.7%,-8.3%
CC(Oc1ccc(S(=O)(=O)N2CCCC2)cc1[N+](=O)[O-])C(=O)NC(C)c1ccccc1 (configuration not stated),-19.2%,·,-0.4%,·,2.3%,3.2%,-6.5%,1.4%,·,-2.1%,·
Cc1cc(=O)c(C(=O)Nc2cccc(C(=O)NC3CC3)c2)nn1-c1ccccc1Cl,-8.1%,·,-4.9%,·,-20.7%,-6.6%,10.0%,?,·,-4.4%,·
COc1cc(C(=O)Nc2ccc3c(c2)ncn3C)cc(OC)c1OC,-36.9%,-2.3%,-27.3%,-16.6%,?,19.2%,?,?,13.3%,-24.7%,-4.6%
N#Cc1ccc(CSc2nnc(NC(=O)CN3C(=O)C4CC=CCC4C3=O)s2)cc1 (configuration not stated),-10.1%,1.7%,-1.1%,0.1%,1.0%,-4.0%,-0.6%,0.7%,3.1%,10.2%,-3.6%
CSc1ccc(/C=N/N2CCN(Cc3ccc(Cl)cc3)CC2)cc1,7.2%,-10.8%,-3.7%,27.7%,-3.9%,-0.7%,-11.6%,-4.0%,4.9%,-3.8%,-12.8%
CCOC(=O)N1CCN(C(=O)CS(=O)Cc2nc(-c3cccc(C)c3)oc2C)CC1 (configuration not stated),-5.8%,-0.2%,-3.8%,12.5%,4.4%,-1.9%,6.8%,13.2%,-1.4%,-8.0%,1.4%
CS(=O)(=O)c1ccc(NC(=O)C2CC(=O)N(c3ccc4c(c3)OCCO4)C2)cc1 (configuration not stated),-26.5%,·,-0.4%,·,0.2%,4.9%,-6.3%,1.6%,·,-1.9%,·
Cc1ccc(/C(N)=N/OC(=O)c2cccs2)cc1,42.2%,?,?,?,1.9µM*,?,14.6µM*,-8.1%,0.4%,4.47µM*,·
c1cc(CNC2=NCCCCC2)ccn1,-10.2%,-3.9%,-3.1%,0.3%,-0.2%,2.0%,0.6%,3.9%,1.7%,-0.3%,-8.4%
COC(=O)c1ccc(N2NC(=O)/C(=C/c3cc(OC)c(OC)c(OC)c3)C2=O)cc1,12.4%,-12.8%,-0.7%,-3.9%,19µM*,-2.2%,11.7%,-6.0%,-20.5%,-0.6%[1.84 µM],-0.4%
CN(C)S(=O)(=O)c1ccc(N2CCCC2)c(C(=O)Nc2ccccc2F)c1,-1.8%,·,-3.6%,·,0.1%,5.6%,0.0%,-1.6%,·,-2.2%,·
CN1C(=O)C(CCC(N)=O)NC1=S (configuration not stated),6.2%,-2.4%,1.1%,-0.4%,1.9%,8.2%,-3.2%,-1.2%,-5.1%,-2.1%,-4.2%
N#Cc1c(-c2ccc(F)cc2)cc(-c2ccccc2)nc1SCC(=O)NCC(=O)O,-3.1%,-6.6%,1.3%,18.3%,-9.2%,3.0%,1.6%,1.8%,-0.5%,2.1%,·
CC(C)Nc1nc(Cl)nc(N(C#N)CN2C(=O)c3ccccc3S2(=O)=O)n1,-41.5%,17.2%,1.3%,-12.6%,2.5%,0.8%,1.4%,-26.3%,-7.2%,-0.6%,·
CC1=CC(C)(C)N(C(=O)CSc2ncn[nH]2)c2ccccc21,-26.3%,3.2%,0.7%,51.4%,-2.5%,-1.0%,-4.5%,·,8.1%,0.0%,-8.3%
Cc1cccc(C)c1NC(=O)NCCSc1snnc1C,0.0%,1.5%,-2.2%,9.1%,-1.0%,-2.8%,-0.7%,-2.5%,14.1%,6.1%,-0.5%
Clc1ccc(OCc2nnc(SCCN3CCCCC3)n2Cc2ccco2)cc1,-10.8%,10.4%,-0.4%,?,1.0%,5.6%,-3.2%,5.4%,9.3%,-5.2%,-8.1%
CS(=O)(=O)/C(C#N)=C\c1cnc(S(=O)(=O)c2ccccc2)s1,·,7.94µM*,-1.1%,10µM*,?,-17.3%,-11.8%,·,14.4%,-18.7%,?
COc1ccc(-c2csc(NC(=O)c3cc(C)on3)c2C#N)cc1OC,-0.1%,-0.9%,3.2%,0.3%,?,-8.8%,?,-21.8%,3.7%,3.8%,3.3%
CCOC(=O)[C@H]1[C@H]2COc3ccc(C)cc3[C@@H]2N2C(=O)c3cc(OC)c(OC)cc3NC(=O)[C@@]12C,0.1%,·,0.9%,·,-1.5%,-8.6%,10.3%,-19.0%,·,3.3%,·
N#Cc1cc2c(nc1SCC(=O)O)CCCCC2,-1.6%,-20.1%,-6.1%,-3.3%,-5.1%,1.5%,0.6%,-7.9%,1.5%,-0.4%,·
COC(=O)Cn1c(=NC(=O)c2cc(-c3cccs3)nc3ccccc23)sc2cc(S(N)(=O)=O)ccc21,-65.5%,?,-8.1%,-19.5%,-3.7%,-5.3%,-8.9%,9.0%,13.5%,-2.6%,5.2%
COc1ccc(NC(=S)NCCCN2CCCC2=O)c(OC)c1,14.7%,-2.4%[10 µM],-5.6%,10.8%,-3.8%,0.5%,-5.1%,4.2%,-5.7%,0.9%,0.3%
CCOC(=O)c1c(C)[nH]c(C(=O)/C(C#N)=C/c2ccc(OCC)cc2)c1C,-12.3%,-6.5%,3.9%,-1.6%,-0.9%,-3.6%,-3.3%,3.5%,4.0%,0.6%,-4.9%
COc1cccc(CN(C)C(=O)c2cccc(OC3CCN(C4CCCC4)CC3)c2)c1,-0.3%,8.5%,1.8%,0.7%,0.7%,-1.8%,-4.0%,-29.2%,-16.8%,-8.8%,-5.3%
O=C(NC(Cc1c[nH]c2ccccc12)c1nnc2n1CCCCC2)c1cccs1 (configuration not stated),4.4%,-4.1%,3.8%,-24.0%,-0.3%,-0.3%,-1.0%,13.0%,-12.5%,-0.2%,-1.5%
Cc1cccc(NC(=O)CCN2CCOCC2)c1,36.7%,-0.8%,8.5%,15.3%,0.8%,1.2%,13.2%,-0.1%,-7.8%,-1.5%,7.2%
COc1ccc(N2C(=O)CCC(C(=O)N3CCCCC3)C2c2ccc(F)cc2)cc1 (configuration not stated),-6.8%,0.8%,0.5%,-29.1%,-0.9%,-0.2%,-1.2%,-5.6%,-4.7%,0.2%,-2.1%
C[C@@H]1CN(C(=O)c2ccc(OC3CCN(S(=O)(=O)N(C)C)CC3)cc2)C[C@H](C)O1,-6.8%,3.3%,-2.8%,12.9%,-3.4%,26.0%,-10.2%,15.1%,?,-4.0%,-10.3%
Cc1ccc(CNS(=O)(=O)c2c(C)[nH]c(C)c2C(=O)N2CCCCC2)cc1,2.4%,-9.3%,-3.0%,3.9%,0.7%,-5.1%,0.9%,-7.7%,-5.0%,-14.1%,0.3%
O=C(O)CC1(CC(=O)NCc2ccc(F)cc2)CCCCC1,9.6%,1.4%,1.4%,6.6%,-0.9%,-0.4%,-0.8%,-26.9%,2.8%,-2.2%,-0.7%
CN(Cc1ccc(Cl)s1)C(=O)CN1C(=O)N(C)C2(CCCCC2)C1=O,69.3%,·,8.3%,·,3.2%,11.4%,-0.3%,-2.5%,·,26.5%,·
COc1ccc(NC(=O)CN(C)C(=O)c2cn(-c3ccccc3)nc2-c2ccc(F)cc2)cc1,-21.9%,·,-1.1%,·,21.3µM*,-0.2%,-3.6%,-0.1%,·,1.4%,·
CC(=O)C1CCCN(C(=O)c2ccc3oc(CCc4ccccc4)nc3c2)C1 (configuration not stated),0.0%,8.1%,?,20.4%,?,?,?,-12.4%,-2.7%,2.51µM*,-12.1%

# The list is partial, so the mix of outcomes need not match the whole.
